# MsrA act: activators of bovine methionine sulfoxide reductase A | purified bovine MsrA, absorbance read-out | activation, % at 10.6 µM | 0.3% of 360,000 active; in the data active means activation above about 7.5%;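 further: 0% = vehicle and 100% = reference activator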
# Rin1-Abl PPI inh: inhibitors of human Rin1-Abl protein interaction | 0.4% of 360,000 active | AID 588664 | P00519+Q13671 | TR-FRET Rin1/Abl binding, biochemical | inhibition, % at 7.35 µM; in the data active means inhibition above about 5%, passing the limit was not always enough
# Target sequence (P00519 whole entry, looked up): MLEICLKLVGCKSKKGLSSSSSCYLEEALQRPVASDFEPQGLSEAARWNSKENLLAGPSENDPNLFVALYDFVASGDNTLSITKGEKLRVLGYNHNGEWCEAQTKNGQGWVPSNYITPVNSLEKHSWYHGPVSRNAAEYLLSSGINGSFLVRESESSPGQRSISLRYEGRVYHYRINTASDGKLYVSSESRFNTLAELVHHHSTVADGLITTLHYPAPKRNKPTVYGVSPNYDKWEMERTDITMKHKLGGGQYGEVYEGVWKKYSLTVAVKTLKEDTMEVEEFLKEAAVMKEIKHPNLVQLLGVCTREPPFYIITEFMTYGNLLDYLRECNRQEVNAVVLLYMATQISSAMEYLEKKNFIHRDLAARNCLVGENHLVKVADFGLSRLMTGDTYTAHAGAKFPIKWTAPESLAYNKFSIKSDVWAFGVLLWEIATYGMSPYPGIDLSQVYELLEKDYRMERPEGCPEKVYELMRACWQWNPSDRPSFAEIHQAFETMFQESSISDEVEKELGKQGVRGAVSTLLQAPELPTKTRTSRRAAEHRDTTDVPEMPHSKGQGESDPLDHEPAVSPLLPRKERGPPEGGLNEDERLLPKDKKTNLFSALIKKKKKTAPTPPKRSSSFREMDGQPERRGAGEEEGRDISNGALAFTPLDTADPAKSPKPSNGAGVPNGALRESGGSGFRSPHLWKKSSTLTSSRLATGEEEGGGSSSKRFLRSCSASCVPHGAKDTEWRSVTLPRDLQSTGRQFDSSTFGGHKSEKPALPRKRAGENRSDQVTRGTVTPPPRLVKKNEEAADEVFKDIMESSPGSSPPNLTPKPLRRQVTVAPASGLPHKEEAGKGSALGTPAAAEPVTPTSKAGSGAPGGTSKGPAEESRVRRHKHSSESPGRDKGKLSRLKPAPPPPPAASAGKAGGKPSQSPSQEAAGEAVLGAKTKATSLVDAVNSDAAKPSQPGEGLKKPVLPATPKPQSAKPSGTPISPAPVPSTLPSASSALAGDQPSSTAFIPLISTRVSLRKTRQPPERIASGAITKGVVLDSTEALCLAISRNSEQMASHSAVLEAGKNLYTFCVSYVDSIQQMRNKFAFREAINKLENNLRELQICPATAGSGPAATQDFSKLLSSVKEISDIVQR
# Target sequence (Q13671 whole entry, looked up): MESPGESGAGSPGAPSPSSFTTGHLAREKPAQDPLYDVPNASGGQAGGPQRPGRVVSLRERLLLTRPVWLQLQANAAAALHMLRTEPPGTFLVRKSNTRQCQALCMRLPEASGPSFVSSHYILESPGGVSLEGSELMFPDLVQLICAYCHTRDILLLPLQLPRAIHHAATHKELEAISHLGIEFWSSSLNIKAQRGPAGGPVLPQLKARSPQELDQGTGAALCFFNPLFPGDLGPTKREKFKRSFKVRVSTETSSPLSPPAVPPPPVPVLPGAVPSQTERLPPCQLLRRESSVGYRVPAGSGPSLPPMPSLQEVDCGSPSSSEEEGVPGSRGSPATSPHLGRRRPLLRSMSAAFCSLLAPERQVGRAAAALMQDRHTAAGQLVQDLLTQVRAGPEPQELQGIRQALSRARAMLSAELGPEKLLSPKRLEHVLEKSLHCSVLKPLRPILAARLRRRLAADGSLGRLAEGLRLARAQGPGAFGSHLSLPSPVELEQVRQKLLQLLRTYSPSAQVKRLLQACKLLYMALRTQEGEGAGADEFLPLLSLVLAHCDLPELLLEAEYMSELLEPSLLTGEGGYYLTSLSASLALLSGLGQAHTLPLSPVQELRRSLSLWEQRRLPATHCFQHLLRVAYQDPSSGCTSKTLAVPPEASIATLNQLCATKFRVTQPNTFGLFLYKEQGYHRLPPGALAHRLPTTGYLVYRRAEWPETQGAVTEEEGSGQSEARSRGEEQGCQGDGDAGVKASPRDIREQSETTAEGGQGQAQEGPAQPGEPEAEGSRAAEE
# CSN deneddyl inh: blocks human CSN-mediated cullin deneddylation; Q92905; Purified CSN, SCF-Nedd8-OG deneddylation, fluorescence polarization; inhibition, % at 12.5 µM; 0.38% of 360,000 active; AID 651999;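 active means pattern-corrected inhibition above about 35%, with an unprinted fluorescence ratio check between 0.5 and 1.5, limit read from the data, passing the limit was not always enough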;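 further: 0% = enzyme with substrate and 100% = substrate without enzyme; some results filed as inactive read as strong as hits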
#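 test system = HEK293T-derived human Csn5 enzyme | amount = 0.24 nM Csn5 enzyme, final concentration | medium = Tris/NaCl/DTT buffer, pH 7.5 | schedule = 90 min reaction at room temperature | signal = FP | evaluation = inhibition of Csn5 cleavage, % | compound dosing = single dose of 12.5 µM compound with 0.25% DMSO | probe or stimulus = 10 nM SCFSkp2-Nedd8OG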
# PABP1 MLLE inh: inhibitors of microRNA-mediated deadenylation, human PABP1 MLLE binding. 0.36% of 360,000 active. P11940. inhibition, % at 20 µM. GST-MLLE / FITC-PAM2 fluorescence polarization; in the data active means inhibition above about 35%, passing the limit was not always enough;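 further: plate controls were DMSO wells with GST-MLLE for no effect and wells lacking GST-MLLE protein for full effect; some results filed as inactive read as strong as hits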
# MsrA inh: bovine MsrA inhibition. purified bovine MsrA, absorbance read-out. inhibition, % at 15.5 µM. 0.75% of 360,000 active; in the data active means inhibition above about 4.5%;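 further: 0% = vehicle wells with enzyme and 100% = reference inhibitor wells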
# FAS-TE inh: blocks the thioesterase domain of human fatty acid synthase; recombinant FAS-TE, OMFH fluorogenic substrate, fluorescence endpoint; inhibition, % at 15 µM; 0.67% of 360,000 active; AID 602261;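 active means compounds whose normalised, plate-corrected inhibition of enzyme fluorescence in the single-dose primary screen is 50% or more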;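 further: 0% = DMSO with enzyme and 100% = substrate without enzyme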
# Neddyl block: blocks human cullin neddylation; 0.58% of 360,000 active; P61081+Q13564; calls only at 25 µM; TR-FRET cullin neddylation, biochemical; in the data active means inhibition above about 36%
# E coli Lon inh: inhibitors of E. coli Lon protease; purified E. coli Lon protease, fluorescence polarization; inhibition, % at 7.94 µM; 0.42% of 360,000 active; in the data active means inhibition above about 13%, passing the limit was not always enough;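 further: 0% = enzyme with probe and DMSO and 100% = no enzyme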
# TbMetRS inhib: Trypanosoma brucei MetRS inhibition; purified T. brucei MetRS, ATP depletion, Kinase-Glo luminescence; inhibition, % at 11.9 µM; 0.4% of 360,000 active;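 active means inhibition above a per-plate cutoff of the control wells' mean inhibition plus 3 SD, cut at about 5.5% in these data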;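 further: 0% = DMSO wells median and 100% = median of wells with control inhibitor compound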
#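 Dosing: 11.9 µM single point; system: parasite MetRS enzyme; technique: luminescence of leftover ATP; times: 15 min enzyme-compound preincubation, 2 h reaction, 10 min detection, 25 °C; replicates: each compound tested once; read-out basis: percent inhibition relative to median high and low control wells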
# * hit, by the source's call; i = inactive; . = no result given.
SMILES,MsrA act,Rin1-Abl PPI inh,CSN deneddyl inh,PABP1 MLLE inh,MsrA inh,FAS-TE inh,Neddyl block,E coli Lon inh,TbMetRS inhib
CCc1ccc(S(=O)(=O)NCCc2cn3ccccc3n2)s1,-8,7,0,10,0.8,-9,i,5,-0.5
CCOC(=O)CSc1nnnn1-c1cc(OC)c(Cl)cc1OC,-5,4,-5,-2,-0.5,-4,i,-3,0.1
COC(=O)CNC(=O)c1c(C)cc(=O)oc1C,-1,2,1,1,0.2,-4,i,-13,0.0
COc1ccccc1C(=O)n1nc(-c2ccc(Cl)cc2)nc1N,-1,-1,1,-12,-0.4,8,i,11,-0.6
O=C(NCc1ccc2[nH]c3c(c2c1)CCCC3)c1ccc(S(=O)(=O)N2CCCC2)cc1,-1,-3,2,-18,1.5,7,i,3,-0.2
COc1cc(/C=C(/NC(=O)c2ccccc2)C(=O)Nc2cccc(O)c2)c([N+](=O)[O-])cc1OC,-3,-1,-6,16,1.7,-4,i,6,0.3
O=C1OCCN1C(=O)[C@H]1[C@H](c2ccccc2)C(c2cccc(Cl)c2)=NN1c1ccc(Br)cc1,-8,-5,0,-12,0.2,49,i,5,-3.0
COc1ccc(/C=C2/N=C(SC3CCOC3=O)N(c3cccc(OC)c3)C2=O)cc1 (configuration not stated),-13,3,-14,2,2.0,0,i,-3,-0.9
COc1cc(-c2nc(CN3CCCCC3CCNC(C)=O)c(C)o2)ccc1F (configuration not stated),-12,1,-6,14,0.2,-7,i,5,-1.7
CSc1ccccc1C(=O)OCC(=O)NCCN1C(=O)CSC1=O,-3,-2,-3,7,0.9,-4,i,-1,-0.4
Cc1cc2ccccc2c(=O)n1CC(=O)Nc1ccc2c(c1)OCCO2,-2,-1,-1,3,1.6,-8,i,-2,0.2
O=C1c2ccccc2NC(c2ccc(-c3ccc(Br)cc3)o2)N1O (configuration not stated),-3,-3,3,6,-0.1,-37,i,5,0.1

# Full records as entered above:
# `COC(=O)CNC(=O)c1c(C)cc(=O)oc1C` is listed as MsrA act = -1; Rin1-Abl PPI inh = 2; CSN deneddyl inh = 1; PABP1 MLLE inh = 1; MsrA inh = 0.2; FAS-TE inh = -4; Neddyl block = i; E coli Lon inh = -13; TbMetRS inhib = 0.0
# `COc1cc(/C=C(/NC(=O)c2ccccc2)C(=O)Nc2cccc(O)c2)c([N+](=O)[O-])cc1OC` is listed as MsrA act = -3; Rin1-Abl PPI inh = -1; CSN deneddyl inh = -6; PABP1 MLLE inh = 16; MsrA inh = 1.7; FAS-TE inh = -4; Neddyl block = i; E coli Lon inh = 6; TbMetRS inhib = 0.3

# Going on with the list.
SMILES,MsrA act,Rin1-Abl PPI inh,CSN deneddyl inh,PABP1 MLLE inh,MsrA inh,FAS-TE inh,Neddyl block,E coli Lon inh,TbMetRS inhib
CC1CCCC(NC(=O)CN(C)S(=O)(=O)c2cccc3cccnc23)C1C (configuration not stated),-7,4,-2,1,2.5,3,i,-2,-0.6
COc1ccc(-c2cc(C(=O)Nc3cccnc3)no2)cc1OC,-10,1,3,-3,0.1,3,i,-5,-1.1
Cn1c(=O)[nH]c(=O)c2c1nc(N)n2Cc1ccccc1,7,-2,-3,0,1.2,-1,i,-5,-1.1
Cc1ccc(OCCn2c(=S)[nH]c3c(N)ncnc32)cc1,-4,3,-5,-1,-0.6,0,i,-7,-0.4
Cc1cc(S(=O)(=O)NC(C)C)ccc1OCC(=O)Nc1ccc2c(c1)OCCO2,-5,-3,-7,5,3.2,-4,i,0,-0.4
Cc1cccc(NS(=O)(=O)c2ccc(C(=O)NCC(c3ccccc3)N(C)C)cc2)c1C (configuration not stated),-1,1,3,-2,-0.1,-6,i,-3,-0.3
CN1C(=O)C2C(c3ccc(N(C)C)cc3)NN(Cc3ccccc3)C2C1=O (configuration not stated),-4,0,-1,7,2.2,13,i,5,-0.4
COc1ccc(N2CCN(CC(O)COc3c(OC)cccc3OC)CC2)cc1 (configuration not stated),-2,-2,-1,0,-2.0,-6,i,-5,-0.5
Cc1occc1C(=O)NCc1nc(-c2ccc(Cl)cc2)no1,-2,0,-2,-6,-0.2,6,i,4,0.3
Cc1oc(-c2ccc(-c3ccccc3)cc2)nc1CN(CCO)C(C)C,-2,0,-2,-10,-0.8,4,i,-1,-2.3
COCCNC(=S)NNC(=O)CSCc1ccc(Cl)cc1Cl,-9,-2,3,-10,-1.3,-2,i,8,0.9
CSc1ncccc1C(=O)NC1CCCCCCC1,-8,3,0,8,-0.6,-1,i,5,-1.3
Cc1cc(C(=O)NCC(c2ccco2)N(C)C)no1 (configuration not stated),-2,1,-4,4,-1.2,-4,i,1,0.8
COc1ccc(Cl)cc1NC(=O)COC(=O)CCNS(=O)(=O)c1cccs1,-4,2,-9,9,-0.7,4,i,-1,-0.2
O=C(O)c1ccc(-n2c(-c3ccccc3)n[nH]c2=S)cc1,0,2,6,11,-0.4,-9,i,-4,-0.9
C/C(=N\NC(=S)NCCc1ccccc1)c1ccc(Cl)cc1,-2,2,-6,16,1.5,22,i,1,0.2
O=C(c1ccc2nc3ccc(Cl)cc3c(=O)n2c1)N1CCOCC1,-3,-5,9,10,0.4,-4,.,-3,-0.6
C/C(CC(=O)NC(C)C)=N\NC(=O)COc1cc(C)c(Br)cc1Br,0,-3,-3,-7,0.5,-2,i,-14,-0.3
CCOC(=O)Sc1nc2ncncc2[nH]1,6,3,-7,14,1.2,-5,i,-21,-0.1
COCCNC(=O)c1csc2c1CCCC2,12*,-1,-2,-8,-0.6,-11,i,-2,0.5
C=CCNC(=O)c1ccccc1NC(=O)c1cccc2ccccc12,-13,0,1,-12,0.2,0,i,3,-1.2
Cc1ccc(NC2=C(N3CCOCC3)C(=O)c3ccccc3C2=O)cc1,-1,12*,5,38,0.2,11,i,-1,2.6
Cc1ccc(C)c(NC(=O)CS(=O)(=O)c2c[nH]c3ccccc23)c1,-2,7,2,13,-0.1,-10,i,-20,-0.3
Fc1ccccc1-c1cc2ncccc2cn1,-2,0,-5,-5,0.1,-5,i,-11,-0.3
Cc1ccccc1CNC(=O)c1ccc2ccccc2n1,-1,-1,5,6,-0.2,8,i,-9,-0.4
COC(=O)[C@@H]1CCCN1C(=O)CCc1nnc(C2CCCCC2)o1,-2,0,-3,-10,0.4,-4,i,11,-0.2
CCC(C)N(C(=O)c1csnn1)C(C(=O)NC(C)(C)C)c1ccccc1 (configuration not stated),-2,-3,-1,2,0.2,-7,i,0,-0.3
Cc1ccc([C@H]2C[C@@H](n3cc(-c4ccc(F)cc4)nn3)[C@H](O)CN2CC2CCCCC2)cc1,-5,-1,-5,11,-0.4,11,i,0,-1.4
Fc1ccccc1-c1n[nH]c(=S)n1Cc1ccccc1,1,-2,3,-11,.,-7,i,-19,-0.4
Cc1ccc(-c2nc3cnccn3c2Nc2ccc3c(c2)OCO3)o1,-10,1,1,1,2.1,-1,i,-8,-0.1
COC(=O)[C@@]12CCCN1[C@H](c1ccc(-c3ccc(F)cc3)c(OC)c1)[C@H]1C(=O)N(C)C(=O)[C@H]12,-8,-1,-2,1,-0.1,-10,i,-12,0.1
CCCNC(=O)C1(C)CCN(C(=O)c2cccnc2Oc2ccccc2)C1 (configuration not stated),-2,2,-10,7,0.8,-12,i,-6,-0.3
CN(CC(=O)Nc1ccc2c(c1)OCO2)S(=O)(=O)c1ccc(F)cc1,-2,2,-1,-2,2.0,-1,i,4,-0.7
Cc1ccc(/C=C/C(=O)OCC(=O)NC(C)C)o1,-7,1,1,-3,2.6,-3,i,-4,0.5
COc1ccc(N2C(=O)c3ccccc3NC(=O)C2C(=O)Nc2ccc(N3CCOCC3)cc2)cc1 (configuration not stated),.,.,-2,.,0.1,.,i,.,-0.3
Cc1cccc(N2CCN(C(=O)c3ccccc3NC(=O)C3=CSCCO3)CC2C)c1 (configuration not stated),-2,-3,2,-10,-1.0,6,i,-1,0.7
O=C(Nc1ccc(Oc2ccccc2)nc1)[C@H]1O[C@@H](n2ccc(=O)[nH]c2=O)[C@H](O)[C@@H]1O,-1,-2,-1,-7,1.1,-5,i,-2,-0.5
O=C(CCc1ccccc1)Nc1cc2c3c(c1)CCC(=O)N3CCC2,-3,1,3,-4,-0.4,-3,i,1,-0.3
Cc1cc(C)n(-c2nc(NC(C)(C)C)nc(NC(C)(C)C)n2)n1,-4,0,3,7,0.0,-6,i,5,-0.7
O=S(=O)(c1cccc2cccnc12)N1CCCCC1,-5,0,-5,9,-0.8,-4,i,-14,0.2
Cc1ccc(NC(=O)N2CCCC2C(=O)NCc2ccccc2Cl)cc1 (configuration not stated),-3,3,2,-7,0.8,3,i,-11,0.2
Cc1ccc2cc(C(c3nnnn3Cc3ccccc3)N3CCN(c4ccccc4)CC3)c(=O)[nH]c2c1 (configuration not stated),-3,-4,-2,16,0.4,3,i,-13,-0.8
COCCn1c(C)cc(C(=O)CSc2n[nH]c(N)n2)c1C,-5,-3,5,14,-1.5,-11,i,-9,-0.3
Cc1cccc(C)c1NC(=O)CN1CCN(CC(=O)NCC2(N3CCCCC3)CCCCC2)CC1,-2,0,2,-4,-0.1,-6,i,-2,-0.3
O=S(=O)(c1ccccc1)C1(S(=O)(=O)c2ccccc2)CCCC1,0,7,-5,0,0.8,-5,i,-7,0.0
O=C(C1CC1)N1CCc2[nH]c3ccccc3c2C1,-3,1,0,24,-0.2,-6,i,-1,0.5
Clc1ccccc1-c1cc2nc(NCc3ccco3)ccn2n1,-4,1,-2,7,-0.5,12,i,-7,-0.4
CSCCNC(=O)C1(C)CCN1C(=O)C/C=C/c1ccccc1 (configuration not stated),-10,0,2,-2,-0.8,-9,i,-5,-0.4
O=C(CN1C(=O)c2ccccc2C1=O)Nc1cc(C(=O)O)cc(C(=O)O)c1,-3,-3,4,-8,-0.9,1,i,7,0.3
O=C1NN(c2ccccc2)C(=O)/C1=C\c1ccc2c(c1)OCO2,-3,0,1,7,-1.2,-3,i,-3,-0.8
COc1ccc(C2CC(C(F)(F)F)n3nc(C(=O)NCCN4CCOCC4)cc3N2)cc1 (configuration not stated),-8,-2,-1,3,0.1,-5,i,-1,-0.6
COc1cc(OC)c(OC)cc1/C=C1\CCC(C2CCCC2)C1=O (configuration not stated),2,-5,0,-2,-1.2,10,i,22,-0.6
C/C(=N\OC(=O)c1cccc(C(F)(F)F)c1)c1sc(-c2ccccc2)nc1C,-1,0,-1,-11,1.7,17,.,-10,-0.2
COc1ccc(NC(=O)CN2CCC(C(=O)c3ccc(C)cc3)CC2)c(OC)c1,1,0,0,-14,2.6,11,i,3,0.5
CN(C)CC/C=C1\c2ccccc2Sc2cc(F)c(Cl)cc21,2,-1,2,-16,0.0,5,i,0,-0.2
CCN(CC)S(=O)(=O)c1cccc(NC(=O)c2cc(-c3cccs3)nn2-c2ccccc2)c1,3,0,2,1,-1.2,34,i,-1,-0.4
COc1cc(/C=C/c2sc3ccccc3[n+]2CCCS(=O)(=O)[O-])ccc1O,-6,-19,127,-132,1.1,4,i,-166,-1.3
CCOC(=O)C1CCN(C(=O)c2ccc(C)c(S(=O)(=O)N3CCCC3)c2)CC1,-2,5,-4,4,0.1,-2,i,-12,0.3
O=c1c2ccccc2cnn1CCOc1ccccc1,-4,-2,5,-4,-0.5,-8,i,3,-0.3

# Pulled by compound from above:
SMILES,MsrA act,Rin1-Abl PPI inh,CSN deneddyl inh,PABP1 MLLE inh,MsrA inh,FAS-TE inh,Neddyl block,E coli Lon inh,TbMetRS inhib
COc1cc(OC)c(OC)cc1/C=C1\CCC(C2CCCC2)C1=O (configuration not stated),2,-5,0,-2,-1.2,10,i,22,-0.6
C/C(=N\OC(=O)c1cccc(C(F)(F)F)c1)c1sc(-c2ccccc2)nc1C,-1,0,-1,-11,1.7,17,.,-10,-0.2

# Source: PubChem
